TAAR1 antagonist = human TAAR1 antagonism. CHO RD-HGA16 TAAR1, Fluo-8 calcium fluorescence, antagonist. AID 624466. inhibition, % at 3 µM. actives 1.5% (n = 360,000);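 active = inhibition above a per-plate cutoff, the mean inhibition of test compounds on that plate plus 3 SD, cut at about 49% in these data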;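 note: 0% = DMSO plus EC80 beta-PEA response and 100% = DMSO alone without agonist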
Target sequence (Q96RJ0 whole entry, looked up): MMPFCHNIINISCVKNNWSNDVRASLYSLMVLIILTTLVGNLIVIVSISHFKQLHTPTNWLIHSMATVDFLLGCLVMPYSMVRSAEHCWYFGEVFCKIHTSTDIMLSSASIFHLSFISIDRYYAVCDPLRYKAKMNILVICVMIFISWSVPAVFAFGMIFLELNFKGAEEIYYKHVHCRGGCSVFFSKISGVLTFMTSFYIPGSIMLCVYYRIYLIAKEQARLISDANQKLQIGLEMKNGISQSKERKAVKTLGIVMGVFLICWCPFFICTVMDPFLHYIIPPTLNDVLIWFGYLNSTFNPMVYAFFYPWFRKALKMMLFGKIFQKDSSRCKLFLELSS
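Test system: RD-HGA16 CHO cells with stable hTAAR1 and Gα16 / Probe or stimulus: EC80 β-phenethylamine stimulus / Times: seeding 17-24 h prior, 75-min 37 °C, 30-min RT dye loading / Detection: Fluo-8 calcium-sensitive fluorescence / Read-out basis: % inhibition scaled between DMSO and EC80 PEA controls / Repeats: singlicate, one well per test compound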
M1 PAM parental = nonselective activator or artifact in parental CHO-K1 calcium assay | activation, % at 3 µM | ATP EC20, Fluo-8 calcium fluorescence; 0% at ATP EC20, 100% at ATP max | actives 0.02% (n = 360,000);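 active = activation above the run cutoff, the mean activation of all test compounds plus 3 SD, cut at about 40% in these data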;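 note: peak over basal fluorescence ratio in a 140 s read after ATP addition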
OXTR potentiator = potentiators of human oxytocin receptor | CHO-OTR cells, Fluo-8 calcium fluorescence, potentiator mode; 0% = oxytocin EC15, 100% = EC100 | actives 0.061% (n = 320,000) | activation, % at 3 µM;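 active = activation above that plate's cutoff, the mean activation of tested compounds plus 3 SD, cut at about 6.6% in these data, passing the limit was not always enough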;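 note: 100% uses oxytocin at 75 nM as the full agonist control; some results filed as inactive read as strong as hits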
Target sequence (P30559 whole entry, looked up): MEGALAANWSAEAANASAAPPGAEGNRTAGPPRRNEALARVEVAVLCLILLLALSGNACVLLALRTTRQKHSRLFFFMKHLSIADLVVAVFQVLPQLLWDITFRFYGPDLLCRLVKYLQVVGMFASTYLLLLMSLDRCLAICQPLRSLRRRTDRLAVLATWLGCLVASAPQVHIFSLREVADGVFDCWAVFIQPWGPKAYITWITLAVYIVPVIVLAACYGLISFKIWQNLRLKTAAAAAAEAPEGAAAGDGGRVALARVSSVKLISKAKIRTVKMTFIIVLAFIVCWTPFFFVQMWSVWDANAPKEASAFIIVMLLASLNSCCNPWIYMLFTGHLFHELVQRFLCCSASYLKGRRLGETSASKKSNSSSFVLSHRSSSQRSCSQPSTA
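Assay system: CHO cell line stably expressing human OTR. Reagent: EC15 oxytocin agonist. Dosing: single dose, 3.0 µM nominal final compound concentration. Timing: compound 6 min at room temperature before oxytocin, 100 s read. Signal: kinetic Fluo-8 calcium fluorescence. Controls: oxytocin EC15 low and EC100 high.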
TAAR1 ag = human TAAR1 agonism; Q96RJ0; CHO RD-HGA16 TAAR1, Fluo-8 calcium fluorescence; vehicle wells 0%, saturating PEA agonist 100%; activation, % at 3 µM; actives 0.99% (n = 360,000); AID 624467;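 active = activation above the mean activation of all test compounds in the run plus 3 SD, cut at about 38% in these data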
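Signal – calcium-sensitive Fluo-8 signal, excitation 470-495, emission 515-575 nm · System – RD-HGA16 (CHO) cells co-expressing Gα16 and hTAAR1 · Incubation – 17-24 h seeding, 75 min 37 °C dye, 30 min RT · Compound dosing – 3 µM single concentration · Repeats – no replicates (n 1)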
CHO-K1 Ca antag = nonselective inhibitor or artifact in parental CHO-K1 cells; ATP-induced calcium, Fluo-8 fluorescence; inhibition, % at 3 µM; actives 0.6% (n = 360,000); AID 602250;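 active = inhibition above a per-plate cutoff, the plate's mean sample inhibition plus 3 SD, cut at about 24% in these data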;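 note: 0% = DMSO plus EC80 ATP and 100% = DMSO alone without ATP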
M1 ag parental = nonselective activator or artifact in parental CHO-K1 cells. actives 0.48% (n = 360,000). activation, % at 3 µM. Fluo-8 calcium fluorescence; scaled to maximal ATP response, vehicle zero. AID 602248; in the data active = activation above about 15%;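 note: untransfected CHO-K1 host cells lacking M1 receptor as counterscreen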
M1 ag = human M1 muscarinic receptor agonism; activation, % at 3 µM; CHO-K1 hM1, Fluo-8 calcium fluorescence, agonist mode; 0% DMSO, 100% acetylcholine EC100; actives 0.33% (n = 360,000); P11229;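 active = activation above the run's mean compound activation plus 3 SD, cut at about 16% in these data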;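 note: peak over basal fluorescence ratio within a 140 s kinetic read after compound addition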
CHRM1 antagonist = antagonists of human M1 muscarinic receptor; actives 1.3% (n = 360,000); CHO-K1 hM1, Fluo-8 calcium fluorescence, ACh EC80 antagonist; inhibition, % at 3 µM; AID 588852;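 active = percent inhibition above its own plate's cutoff, namely the mean of that plate's compound wells plus 3 SD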;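 note: peak over basal fluorescence ratio during 140 s after agonist addition; 0% = ACh EC80 plus DMSO and 100% = DMSO alone without agonist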
CHO parental Ca = counter-screen for OX1R antagonists: effect in parental CHO cells. parental CHO-K1, ATP-induced calcium, Fluo-8 fluorescence. inhibition, % at 5.6 µM. actives 0.63% (n = 330,000). AID 463079;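 active = inhibition above that plate's mean sample inhibition plus 3 SD, cut at about 26% in these data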;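 note: 0% = ATP-challenged DMSO wells and 100% = DMSO wells without ATP; some compounds past the cut are filed as inactive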
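Material: parental CHO cells / Compound: single nominal dose of 5.6 µM per compound / Signal: Fluo-8 fluorescence / Replicates: singlicate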
Active calls of the source: *; . = no result given.

1) Cc1ccc(NC(=O)C2CCCN(S(=O)(=O)c3cccc4cccnc34)C2)cc1 (stereo not drawn)
2) COCCCNC(=O)c1oc2ccc(S(=O)(=O)N(C)C3CCCCC3)cc2c1C
3) COc1cc(C(C)=O)ccc1OCC(O)CN1CCN(c2ccc(F)cc2)CC1 (stereo not drawn)
4) Cc1nnc(NC(=O)C2CCN(S(=O)(=O)c3ccc(Cl)cc3)CC2)s1
5) Cn1c(=O)oc2cc(S(=O)(=O)N3CCC(C(=O)Nc4ccc(OC(F)(F)F)cc4)CC3)ccc21
6) O=C(O)CNC(=O)c1ccc(Sc2ccccc2)c([N+](=O)[O-])c1
7) CCOC(=O)c1[nH]c2ccc(F)cc2c1NC(=O)c1ccccc1C(=O)O
8) O=[N+]([O-])c1ccc(C(=S)N2CCCC2)cc1

Compound,1,2,3,4,5,6,7,8
TAAR1 antagonist,-16,-2,-21,-32,7,-5,-8,-21
CHO parental Ca,-30,-24,-11,-8,2,0,.,8
M1 ag,0,-2,-8,0,-5,-1,-5,-5
CHO-K1 Ca antag,-11,-6,-11,-20,-8,-9,-9,-8
M1 ag parental,3.4,1.4,1.2,0.7,4.8,0.7,4.9,0.2
TAAR1 ag,5,1,5,2,3,0,0,-1
M1 PAM parental,-3,9,21,-13,30,-7,22,-4
OXTR potentiator,-9,-7,5,3,-9,-6,.,-1
CHRM1 antagonist,-4,9,-19,-11,1,-3,-7,-7

9) CC(C)=CCC1=C(OCC(=O)O)C(=O)c2ccccc2C1=O
10) C=C1CSc2nc3ccccc3c(=O)n21
11) Cc1cc2c(N=NC(=O)C3CC3c3ccccc3)c(O)[nH]c2cc1Br (stereo not drawn)
12) C(=C\c1ccccc1)/CNn1cnnc1
13) Cc1ccc2c(c1)C(=O)C(=O)N2CC(=O)Nc1ccccc1NC(=O)c1ccccn1
14) COc1ccc(C(O)c2nc(-c3cccc(NC(C)=O)c3)cs2)cc1 (stereo not drawn)
15) CCCN1C2=NCCN2c2ccccc21
16) CC1CCC(NC(=O)C2CCN(S(=O)(=O)c3ccc4nc5c(c(C(=O)O)c4c3)CC(C)CC5)CC2)CC1 (stereo not drawn)

Compound,9,10,11,12,13,14,15,16
TAAR1 antagonist,1,-1,-4,-7,-11,-12,9,7
CHO parental Ca,-22,1,-17,-6,-9,.,-7,-7
M1 ag,-3,-1,4,-5,-3,10,-3,-3
CHO-K1 Ca antag,3,4,15,-13,-17,-6,-11,-3
M1 ag parental,0.6,0.1,-0.7,1.5,1.2,2.8,3.5,-0.3
TAAR1 ag,4,2,-1,2,4,3,5,0
M1 PAM parental,6,2,-8,21,3,-12,18,3
OXTR potentiator,-4,-2,-4,-7,2,.,-3,-2
CHRM1 antagonist,3,-36,6,-5,12,-9,-13,-12

17) CCC(=O)Nn1c(C)nnc1C
18) COc1ccc(C(=O)NCc2ccc(N3CCN(C)CC3)cc2)cc1
19) CSc1nc2ccc(NC(=O)c3cccs3)cc2s1
20) NC(=O)c1cccc(-c2ccnc3c2CC(C(=O)NCc2ccc(F)c(F)c2)O3)c1 (stereo not drawn)
21) CC(C)(C)C(=O)COC(=O)c1ccc(O)cc1
22) Cc1cc2nc(-c3ccc(SCC(=O)Nc4nccs4)nc3)[nH]c2cc1C
23) CNC(=O)C(NC(=O)c1ccccc1)=C(C)C
24) COc1cccc(Cn2c(Oc3ccccc3)nc3c2c(=O)n(C)c(=O)n3C)c1

Compound,17,18,19,20,21,22,23,24
TAAR1 antagonist,-2,-10,13,0,4,0,-17,-4
CHO parental Ca,-7,-8,-16,.,-6,.,-1,-29
M1 ag,-2,-3,-1,-1,3,-5,-2,-5
CHO-K1 Ca antag,1,-11,-12,-4,-7,-4,-1,-3
M1 ag parental,0.1,1.5,-0.2,0.8,2.7,0.4,0.1,0.2
TAAR1 ag,7,2,3,1,9,1,0,3
M1 PAM parental,-7,-9,3,2,20,16,3,-5
OXTR potentiator,2,-10,-8,.,-6,.,0,1
CHRM1 antagonist,-14,-19,-13,-8,4,-3,-3,4

Some of these compounds in order of length of the SMILES, smallest number first.
17) CCC(=O)Nn1c(C)nnc1C
21) CC(C)(C)C(=O)COC(=O)c1ccc(O)cc1
18) COc1ccc(C(=O)NCc2ccc(N3CCN(C)CC3)cc2)cc1
24) COc1cccc(Cn2c(Oc3ccccc3)nc3c2c(=O)n(C)c(=O)n3C)c1
20) NC(=O)c1cccc(-c2ccnc3c2CC(C(=O)NCc2ccc(F)c(F)c2)O3)c1 (stereo not drawn)

Compound,17,21,18,24,20
TAAR1 antagonist,-2,4,-10,-4,0
CHO parental Ca,-7,-6,-8,-29,.
M1 ag,-2,3,-3,-5,-1
CHO-K1 Ca antag,1,-7,-11,-3,-4
M1 ag parental,0.1,2.7,1.5,0.2,0.8
TAAR1 ag,7,9,2,3,1
M1 PAM parental,-7,20,-9,-5,2
OXTR potentiator,2,-6,-10,1,.
CHRM1 antagonist,-14,4,-19,4,-8

Continuation:
25) CC(OC(=O)CCN=C1NS(=O)(=O)c2ccccc21)C(=O)N(C)C1CCCCC1 (stereo not drawn)
26) CN(CC(=O)Nc1ccc(F)c(F)c1F)C(=O)C1=COCCO1
27) COc1ccc(CN2CCNC(=O)C2CC(=O)N(C)CCC2CCOCC2)cc1OC (stereo not drawn)
28) COc1ccc(S(=O)(=O)N2CCc3ccccc32)cc1C(=O)NCc1ccco1
29) CCOc1cc(CNCCSc2nnnn2C)cc(Br)c1OCc1ccccc1
30) CS(=O)(=O)N(CC(=O)N1CCN(Cc2ccccc2)CC1)c1cccc(F)c1
31) CCN(CC)C(=O)CSc1nnc(CCCCCNC(=O)OC(C)(C)C)o1
32) O=C(O)c1ccc(NCc2cccnc2)cc1

Compound,25,26,27,28,29,30,31,32
TAAR1 antagonist,7,-23,-23,-7,13,-9,0,-16
CHO parental Ca,-4,-4,-1,.,66*,6,-1,-8
M1 ag,-2,1,-1,-3,-1,-5,-4,-4
CHO-K1 Ca antag,-13,8,-18,-10,17,0,13,-13
M1 ag parental,0.5,0.4,0.0,1.5,1.2,3.3,-0.1,0.8
TAAR1 ag,1,4,11,-2,17,0,6,9
M1 PAM parental,15,-20,2,-8,-7,7,3,15
OXTR potentiator,-4,-11,-3,.,-12,-4,6,-7
CHRM1 antagonist,-17,3,-3,-16,29*,-12,5,5

33) COc1ccc(C)cc1N(C(=O)CNC(=O)c1ccco1)C(C(=O)NC1CCCC1)c1cccnc1 (stereo not drawn)
34) CCCCNC(=O)CN(CCc1ccccc1)S(C)(=O)=O
35) CCN(CC(=O)NCc1cccs1)C(=O)COc1cccc(C(F)(F)F)c1
36) CC1(C)CC(N2CCCC2)=CC(=[N+]2CCCCC2)C1
37) O=C1c2[nH]nc(-c3ccccc3O)c2C(c2ccccc2)N1Cc1ccco1 (stereo not drawn)
38) CCC(c1nnnn1Cc1ccco1)N(CCc1ccccc1)Cc1cc2ccc(OC)cc2[nH]c1=O (stereo not drawn)
39) Cc1ccc(C(=O)N2CCOCC2)cc1S(=O)(=O)N1CCCC1
40) C/C=C/c1ccc(OCCn2nnc3ccccc32)c(OC)c1

Compound,33,34,35,36,37,38,39,40
TAAR1 antagonist,-20,9,-3,1,-9,85*,-17,13
CHO parental Ca,-33,-4,-17,2,-6,-25,6,-7
M1 ag,-5,-4,-3,-12,1,-1,-2,2
CHO-K1 Ca antag,-12,-2,-12,-5,9,-8,-14,-14
M1 ag parental,0.8,0.5,0.5,0.4,0.5,0.7,3.3,7.0
TAAR1 ag,1,2,1,1,10,100*,1,-2
M1 PAM parental,27,-3,3,14,13,10,27,17
OXTR potentiator,-13,4,-3,-6,-22,-11,0,-7
CHRM1 antagonist,2,-4,6,8,-2,-7,-11,-8

41) O=S(=O)(c1cc(Cl)ccc1Br)N1CCOCC1
42) COc1ccc(/C=N/Nc2nnc(Cc3ccc(OC)c(OC)c3)c(=O)[nH]2)cc1
43) Cn1nc(C(=O)OCC(=O)Nc2ccc(S(N)(=O)=O)cc2)c2ccccc2c1=O
44) NS(=O)(=O)c1ccc(CNC(=O)Cc2ccc(S(=O)(=O)N3CCOCC3)s2)cc1
45) CCOC(=O)C1(Cc2ccc(Cl)cc2)CCN(C(=O)c2cnc(C)cn2)CC1
46) CC(NC(=O)c1cc(=O)[nH]c2ccccc12)c1ccccc1 (stereo not drawn)
47) O=C(Nc1ccc(S(=O)(=O)N2CCC(C(=O)NC3CCCCC3)CC2)cc1)c1ccco1
48) COc1ccc(/C=C/C(=O)NCCCNC(=O)/C=C/c2ccc(OC)c(OC)c2)cc1OC
49) Cc1nc2ccccn2c1/C(O)=C1\C(=O)C(=O)N(CCN2CCOCC2)C1c1cccnc1 (stereo not drawn)

Compound,41,42,43,44,45,46,47,48,49
TAAR1 antagonist,2,-23,-22,-17,-29,12,0,-24,0
CHO parental Ca,-3,-9,-4,-5,-11,-12,-17,-13,-20
M1 ag,-4,-5,-1,1,-1,-7,-3,-4,-3
CHO-K1 Ca antag,-8,-8,-14,-7,-6,4,-2,-14,-5
M1 ag parental,0.1,0.1,0.3,1.3,0.4,0.3,0.4,0.9,0.8
TAAR1 ag,8,1,3,1,-1,8,1,0,5
M1 PAM parental,7,28,2,8,-4,8,11,19,8
OXTR potentiator,-6,-1,7,-11,-3,2,-6,-2,-17
CHRM1 antagonist,1,-9,-16,-18,-4,-2,-7,2,-11

From PubChem BioAssay
